VLA-4 inh – inhibition in a human VLA-4 binding assay; P13612; VLA-4 expressing cells, ligand binding flow cytometry; inhibition, % (about 7 µM as worked out from the volumes in the protocol); 330,000 compounds, 0.2% hits; AID 2557; in the data active means inhibition above about 50%
PME-1 primary – blocks human protein phosphatase methylesterase 1. 320,000 compounds, 0.53% hits. AID 2130. inhibition, % at 5.9 µM. recombinant PME-1, FP-Rh probe fluorescence polarization. Q9Y570;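 active means inhibition above the campaign mean of all compounds plus 3 SD, cut at about 26% in these data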;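 further: competitive labeling of PME-1 active site by serine hydrolase directed probe; 0% = PME-1 with DMSO and 100% = wells lacking PME-1 enzyme; inhibitors block probe labeling so polarization falls and inhibition rises; many of its hits are not listed in these tables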
Target sequence (Q9Y570 whole entry, looked up): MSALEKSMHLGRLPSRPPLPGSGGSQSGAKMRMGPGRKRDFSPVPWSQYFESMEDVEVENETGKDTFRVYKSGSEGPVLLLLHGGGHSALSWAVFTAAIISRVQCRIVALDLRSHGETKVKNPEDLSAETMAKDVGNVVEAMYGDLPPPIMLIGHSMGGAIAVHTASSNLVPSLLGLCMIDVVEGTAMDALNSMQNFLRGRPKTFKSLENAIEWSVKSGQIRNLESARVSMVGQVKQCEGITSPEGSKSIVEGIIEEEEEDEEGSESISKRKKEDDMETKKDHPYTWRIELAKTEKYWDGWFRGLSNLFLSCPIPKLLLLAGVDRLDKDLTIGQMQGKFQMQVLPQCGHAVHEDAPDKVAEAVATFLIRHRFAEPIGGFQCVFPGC
GRK2 aptamer HTS – human GRK2 inhibition via aptamer displacement. P25098. bead flow cytometry, FAM-aptamer displacement from GRK2. inhibition of aptamer binding, % at 10 µM. 330,000 compounds, 0.59% hits. AID 488847;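 active means inhibition of aptamer binding above 40%, roughly 3 SD of noise, on plates passing a quality check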;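 further: median bead fluorescence of bound FAM aptamer so fluorescent compounds give negative values; no value below 0 was filed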
MCL1 BIM primary – MCL1-BIM-BH3 interaction inhibition (human); Q07820; inhibition, % at 10.9 µM; 320,000 compounds, 0.68% hits; AID 2057; GST-MCL1 / FITC-Bim-BH3 fluorescence polarization;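 active means inhibition above the mean inhibition of all tested compounds plus 3 SD, set per campaign, cut at about 40% in these data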;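 further: 0% = DMSO wells and 100% = unlabeled Bim-BH3 peptide control; higher means more loss of mP so more displacement of Bim peptide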
BCLXL inh – Bcl-xL (human) inhibition | GST-Bcl-xL / FITC-Bim BH3 peptide fluorescence polarization | 320,000 compounds, 0.7% hits | AID 2129 | inhibition, % at 10.9 µM;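 active means inhibition above the mean of all tested compounds plus 3 SD, cutoff set per campaign, cut at about 30% in these data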;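 further: 0% = DMSO wells and 100% = unlabeled Bim-BH3 peptide competitor; inhibitors lower millipolarization by displacing the labeled peptide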
Target sequence (Q07817 whole entry, looked up): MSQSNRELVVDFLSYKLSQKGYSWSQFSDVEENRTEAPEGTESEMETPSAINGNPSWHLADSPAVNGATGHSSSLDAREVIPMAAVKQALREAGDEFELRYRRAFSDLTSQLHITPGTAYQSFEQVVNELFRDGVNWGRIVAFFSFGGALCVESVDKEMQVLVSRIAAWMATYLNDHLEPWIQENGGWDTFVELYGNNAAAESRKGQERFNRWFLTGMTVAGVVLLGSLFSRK
Efflux pump inh – antifungal efflux pump inhibition, Nile Red retention; S. cerevisiae Candida pump triplex; inhibition, % at 10 µM; 330,000 compounds, 0.44% hits;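 active means plate passing quality check with inhibition over a set limit, or well fluorescence over plate mean plus 4 SD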;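 further: Nile Red retained in pooled yeast measured as flow cytometry median fluorescence; 0% = buffer negative control and 100% = Enniatin B positive control; higher means more Nile Red kept so more efflux inhibition; some compounds called inactive have numbers as strong as hits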
Fam108B inh – counter-screen for RBBP9 inhibitors: inhibitors of mouse Fam108B | recombinant Fam108B, FP-Rh probe fluorescence polarization | inhibition, % at 9.51 µM | 300,000 compounds, 0.33% hits | AID 1947;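 active means inhibition above the screen mean inhibition plus 3 SD, computed separately per campaign, cut at about 18% in these data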;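 further: inhibitors lower polarization as less probe binds the enzyme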
MEX-5 binding – C. elegans MEX-5 TCR-2 RNA binding activity. activity score (negative = inhibition of binding), % at 10 µM. Q9XUB2. AID 1832. MEX-5/FITC-TCR2 RNA binding, fluorescence polarization; active compounds read low. 300,000 compounds, 0.38% hits;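 active means inhibition past about -25% in most replicates, and total fluorescence under double the plate's negative control median, limit read from the data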;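 further: 0% = DMSO and -100% = 5 µM competing unlabeled TCR2 RNA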
GLD-1 TGE inh – GLD-1-TGE RNA interaction inhibition (C. elegans). Q17339. purified GLD-1 + fluorescein TGE RNA, fluorescence polarization. inhibition, % at 5.96 µM. 320,000 compounds, 0.44% hits;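 active means percent inhibition above a per-plate cutoff, the plate mean of test compounds plus 3 SD, cut at about 30% in these data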;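 further: 0% = DMSO wells with GLD-1 and probe and 100% = wells lacking GLD-1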
Target sequence (Q17339 whole entry, looked up): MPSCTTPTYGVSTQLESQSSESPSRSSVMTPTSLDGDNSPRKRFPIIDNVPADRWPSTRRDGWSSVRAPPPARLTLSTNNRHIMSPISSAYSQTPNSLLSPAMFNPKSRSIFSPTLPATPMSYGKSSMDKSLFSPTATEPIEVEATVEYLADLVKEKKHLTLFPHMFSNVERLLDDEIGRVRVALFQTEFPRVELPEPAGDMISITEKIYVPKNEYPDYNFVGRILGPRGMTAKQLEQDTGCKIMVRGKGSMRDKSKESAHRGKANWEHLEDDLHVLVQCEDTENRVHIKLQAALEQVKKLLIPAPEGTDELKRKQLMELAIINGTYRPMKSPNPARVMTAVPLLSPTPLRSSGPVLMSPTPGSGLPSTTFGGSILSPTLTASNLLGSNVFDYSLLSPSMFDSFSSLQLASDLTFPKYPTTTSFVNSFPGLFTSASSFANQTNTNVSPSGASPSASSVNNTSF
Numbers without * were called inactive; · = no result given. Only part of the results is shown, so the mix of outcomes need not match the whole.

SMILES	VLA-4 inh	PME-1 primary	GRK2 aptamer HTS	MCL1 BIM primary	BCLXL inh	Efflux pump inh	Fam108B inh	MEX-5 binding	GLD-1 TGE inh
O=C(CSc1nnc(-c2ccncc2)n1-c1ccc(F)cc1)NNC(=O)c1cccc(O)c1	12	3	0	1	2	0.8	2	-0.1	1
Cc1ccnc(NC(=O)CSc2ccccn2)c1	-1	-13	0	3	4	0.3	4	2.4	-3
O=C(COc1ccccc1[N+](=O)[O-])NC1CC1	17	-5	2	10	0	0.1	6	-0.4	5
NC(=O)Cc1ccc(C(=O)c2ccccc2F)s1	2	2	27	5	5	0.0	0	-1.7	2
O=C(O)c1c2c(nc3ccccc13)/C(=C/c1ccc(O)cc1)CC2	1	-3	67*	54*	36*	0.0	4	-30*	10
COC(=O)/C(=C/c1ccco1)NC(=O)c1ccc(Br)o1	-4	-2	4	13	9	-0.2	0	-3.6	3
Cc1occc1-c1nnc(SCCNCCO)o1	12	-2	0	0	-5	0.0	-2	2.5	0
Cc1ccc(CNC(=O)/C=C/c2ccccc2Cl)cc1	1	-7	25	4	10	0.0	-2	-0.3	2
O=C(COC(=O)CC1CCCC1)Nc1cc2c(cc1Cl)C(=O)c1ccccc1C2=O	3	0	8	15	15	0.1	3	0.1	1
CC(=O)NCC(=O)OCC(=O)c1ccc(Br)cc1	12	5	0	1	7	0.2	-1	0.5	2
CC1=NN(c2nc(-c3ccccc3)cs2)C(=O)C1	-1	4	2	14	14	0.0	3	-1.1	-1
COC(=O)c1cn(NC(=O)Cc2ccccc2OC)c(=O)c2ccccc12	4	-4	0	2	5	0.0	1	-1.8	-3
CCCCc1nc2sc3c(c2c(=O)n1NC(=O)c1ccco1)CC(C)(C)OC3	3	1	0	-1	1	-0.2	1	0.3	4
O=[N+]([O-])c1ccc(N=Nc2c(O)[nH]c3ccc(F)cc23)cc1	-31	4	0	-8	-9	0.1	1	1.5	-4
COc1cc(OC)cc(C(=O)Nc2cccc(-c3ccc4nncn4n3)c2)c1	0	-6	0	-3	4	-0.1	0	-2.2	2
COCC(C)NC(=O)CSc1nc(-c2ccccc2)c(-c2ccccc2)o1 (stereo not drawn)	19	-9	0	-1	5	0.0	-2	1.2	1
CCOC(=O)/C=C1\SCC(=O)N1CC(=O)NC(C)C	7	2	0	-3	-2	0.0	2	1.5	12
CCCCC(CC)CNC(=O)CCCCn1c(=O)[nH]c2ccsc2c1=O (stereo not drawn)	0	8	3	1	1	0.2	1	-0.6	-3
Cc1cccc(NC(=S)N2CCN(Cc3ccccc3)CC2)c1C	31	-3	0	9	5	-0.1	-3	0.0	10
Cc1ccc(NC(=O)CNc2ccc(N3CCOCC3)cc2)cc1S(=O)(=O)N(C)C	-3	0	0	-5	-1	0.2	6	0.4	5
FC(F)(F)c1cnc(-c2cnc(-c3ccncc3)nc2)c(Cl)c1	-3	-1	1	-5	0	0.7	-1	1.2	2
Nc1nncn1C(=O)CCCOc1ccccc1	-6	4	14	-3	4	-0.1	-1	1.0	-1
CCOc1ccc2nc(SC3CC(=O)N(c4ccccc4)C3=O)sc2c1 (stereo not drawn)	-5	-5	0	0	5	-0.2	-2	-1.1	8
CCCC(CCC)=NNc1ccc(S(=O)(=O)Nc2ccccc2OC)cc1[N+](=O)[O-]	-10	1	4	-5	-1	0.1	-1	1.5	2
CCOc1ccc(NC(=O)N2CC=C(n3c(=O)[nH]c4ccccc43)CC2)cc1	-6	5	4	11	5	0.1	5	0.6	5
COc1cc2cc(CN(C(=O)Nc3ccccc3)C3CCCC3)c(=O)[nH]c2cc1OC	-2	2	5	14	1	-0.2	2	2.6	-1
O=C1C=CCCC1	7	5	0	-1	4	-0.2	·	·	3
COc1ccc(CCNC(=O)c2ccc(Br)cc2)cc1	1	·	0	·	·	0.1	·	2.1	·
COc1cccc(C(C(=O)NC2CCCC2)N(C(=O)c2ccco2)c2ccccc2)c1OC (stereo not drawn)	12	8	1	2	1	-0.4	1	-0.7	-6
CCOc1nc(C)ccc1-c1noc(-c2ccncc2)n1	-1	7	0	3	0	0.0	-1	-0.9	-5
O=C(NNc1ccccn1)C(=O)NNS(=O)(=O)c1ccc(Cl)cc1	1	1	1	-9	-5	-0.1	-2	-10	0
O=C(/C=C/c1cccs1)N1CCC2(CC1)Oc1ccc(F)cc1C(=O)C21CC(c2ccccc2)=NO1 (stereo not drawn)	-19	-2	3	5	8	0.6*	0	-1.3	4
OC(CNCc1cccc(Cl)c1)c1ccccc1 (stereo not drawn)	6	0	0	-6	1	-0.6	-3	-2.6	-3
CC(=O)Nc1ccc(NC(=O)Cn2cnc3c(nnn3Cc3ccc(F)cc3)c2=O)cc1	-11	-2	4	12	8	0.1	-2	1.0	-1
C=C(C)C1Cc2c(C)nn(-c3ccccn3)c2C1 (stereo not drawn)	-5	-6	0	-1	1	0.0	-2	1.5	5
CC(=O)C1=C(C)NC(SCC(=O)c2ccc(F)cc2)=C(C#N)C1c1ccco1 (stereo not drawn)	-15	2	1	4	3	0.0	1	4.1	-5

Record cards, from the list above:
Record of `CC1=NN(c2nc(-c3ccccc3)cs2)C(=O)C1` = VLA-4 inh = -1; PME-1 primary = 4; GRK2 aptamer HTS = 2; MCL1 BIM primary = 14; BCLXL inh = 14; Efflux pump inh = 0.0; Fam108B inh = 3; MEX-5 binding = -1.1; GLD-1 TGE inh = -1
Record of `Cc1ccnc(NC(=O)CSc2ccccn2)c1` = VLA-4 inh = -1; PME-1 primary = -13; GRK2 aptamer HTS = 0; MCL1 BIM primary = 3; BCLXL inh = 4; Efflux pump inh = 0.3; Fam108B inh = 4; MEX-5 binding = 2.4; GLD-1 TGE inh = -3

(further entries)
SMILES	VLA-4 inh	PME-1 primary	GRK2 aptamer HTS	MCL1 BIM primary	BCLXL inh	Efflux pump inh	Fam108B inh	MEX-5 binding	GLD-1 TGE inh
Cc1cc(NC(=O)CSc2ccc3c(c2)OCCO3)no1	-1	-3	3	5	0	0.1	2	·	2
CC(C)C(=O)NNC(=O)c1csc(-c2cccs2)n1	-1	2	1	5	-1	0.2	-2	-8.0	0
O=C(Nc1cccnc1)c1cccc(S(=O)(=O)N2CCOCC2)c1	-3	2	0	2	2	-0.1	-1	2.0	5
CCOC(=O)CCc1c(C)n[nH]c1C	3	-2	1	-1	-4	0.0	-5	-0.6	1
COc1cc(/C=N/n2cnn(Cc3ccccc3Cl)c2=S)cc(OC)c1OC	-1	1	0	6	3	0.0	-3	1.9	4
O=c1c(-c2ccc([N+](=O)[O-])cc2)coc2c(O)c(O)ccc12	1	-7	2	45*	26	0.1	1	-9.5	3
Cc1ccc(CNS(=O)(=O)c2c(C)nc3scc(C)n3c2=O)cc1	11	3	0	1	-1	-0.3	-2	0.2	2
Cc1ccc(C(=O)/C=C/NNC(=O)c2ccccc2O)cc1	1	-1	2	6	4	-0.4	4	-4.1	-8
CCOC(=O)c1nn(-c2cccc(OC)c2)c2nc(Nc3ccccc3)cc(=O)n12	-36	-12	0	-25	-1	0.3	-1	-0.6	-10
O=C(COC(=O)c1cc(=O)[nH]c(=O)[nH]1)Nc1ccccc1F	16	·	1	·	·	0.1	·	·	1
Cc1cc(C)n(Cc2ccccc2Cl)n1	4	2	0	4	1	0.1	-1	1.7	-5
N[C@@H](CCC(=O)N[C@@H](CSN=O)C(=O)NCC(=O)O)C(=O)O	24	-8	0	14	10	-0.1	3	·	4
CC(C)n1c(SCC(=O)Nc2ccccc2N2CCCCC2)nc2c1c(=O)n(C)c(=O)n2C	4	8	0	-10	-7	0.3	-2	-1.0	-1
O=C(CN1CCOc2ccccc21)NCc1ccco1	8	-2	0	1	3	-0.1	-2	-6.0	8
O=C(c1ccc(OCC2CCCO2)cc1)N1CCc2ccccc2C1 (stereo not drawn)	1	2	1	6	3	0.1	1	·	0
CCC(=O)Nc1cc(C(=O)OCC(=O)c2ccccc2)ccc1C	22	-3	3	-11	-1	-0.1	7	-1.1	-1
Cc1ccc(/C=C2/N=C(c3ccccc3)NNC2=O)cc1	-1	-4	93*	0	2	0.2	-1	1.7	-2
CCC(C)c1ccccc1NC(=O)C(C)N(C)Cc1cccc(OC)c1 (stereo not drawn)	-1	5	2	-2	4	0.1	-2	1.2	10
CCOC(=O)C1(CCOc2ccccc2)CCN(Cc2ccc(NC(C)=O)cc2)CC1	9	-2	0	-12	0	0.6	1	1.1	-1
COc1ccc(C2C(C#N)=C(N)OC3=C2C(=O)CC(C)(C)C3)c(OC)c1OC (stereo not drawn)	10	-12	5	0	4	-0.2	-1	-0.2	-1
CCCCCCCN1CCN=C1N(C)C	15	4	1	-1	-2	-0.1	3	·	2
COc1ccc(C(c2nnnn2CCc2ccccc2)N2CCN(C3CCCC3)CC2)cc1 (stereo not drawn)	-2	0	0	0	5	-0.1	-5	0.9	-6
O=Cc1ccc(N2CCCCC2)cc1	-1	-1	0	-9	1	0.0	-5	1.7	-3
COCCSc1ccccc1C(=O)N1CCCC(C)C1 (stereo not drawn)	-9	4	1	2	0	0.0	-4	-0.7	4
Cc1nnc(SCc2cc(=O)[nH]c(N3CCCCC3)n2)s1	-6	2	0	9	3	0.0	-1	1.5	-4
Cc1cccc(N/C(N)=N/c2nc3c(c(=O)[nH]2)CCCC3)c1	0	11	0	-3	0	-0.1	1	1.2	1
N#Cc1ccccc1CSc1nc2ncc(Br)cc2[nH]1	-2	-13	0	3	4	0.1	-5	2.9	-4
CNc1cc(C)nc(N2CCOCC2)n1	3	-3	0	0	2	0.1	1	0.6	0
COc1ccc(C(C)=O)c2c1OCCO2	17	-2	2	9	2	-0.1	1	-2.6	8
Cc1cc(N2CCCC2)ccc1NC(=O)COc1ccc(Cl)cc1	-22	·	0	·	·	-0.3	·	·	-4
CC1(C)CC(=O)C=C(NCCc2ccc(S(N)(=O)=O)cc2)C1	-3	-2	1	1	3	-0.1	-8	5.0	-5
O=C(COc1ccccc1)NNC(=S)NC(=O)c1ccc(Cl)cc1Cl	4	-2	0	26	12	-0.2	2	-4.0	4
CC1(C)SC2c3ccccc3C(=O)N2[C@@H]1C(=O)NC1CC1 (stereo partly drawn)	8	5	0	2	5	0.0	-4	2.2	6
Cc1cc(C)cc(NC(=O)N2CCC(NC(=O)c3ccco3)CC2)c1	2	3	1	-7	-6	0.1	-1	4.0	-3
O=c1[nH][nH]c(C(F)(F)F)c1C=NCc1cccs1	9	4	3	13	0	-0.1	-2	0.0	14
CC1=NNC(=O)C1CC(=O)N/N=C(/C)c1cccc([N+](=O)[O-])c1 (stereo not drawn)	17	-4	1	-6	1	0.4	-5	-3.0	1
CCc1ccc(NC(=O)C(=O)NCC2CCCO2)cc1 (stereo not drawn)	6	0	2	-2	0	0.0	-1	-0.9	11
Cc1ccc([C@@H]2CC=C(C(=O)O)CN2S(=O)(=O)c2ccc(C)cc2)cc1	3	-3	2	11	2	0.0	-1	·	0
FC(F)(F)c1ccc(N2CCOCC2)c(Nc2nc3ccccc3n3cnnc23)c1	-14	-1	1	2	-2	0.3	0	7.0	2
O=C(CN1C(=O)COc2ccc(S(=O)(=O)N3CCCCC3)cc21)NCc1ccc(Cl)cc1	-6	7	3	3	-2	0.1	-1	-0.3	5
Cc1ccc(C(CNS(=O)(=O)c2ccc(C)cc2)N2CCN(C)CC2)cc1 (stereo not drawn)	-3	0	1	2	2	0.1	0	1.2	2
CCOC(=O)NN1C(=O)c2ccccc2NC12CCCC2	-3	-4	0	4	0	-0.1	4	0.4	-2
O=c1[nH]c2ccccc2cc1CN(Cc1cccnc1)S(=O)(=O)c1ccc(Cl)cc1	5	-3	3	3	1	-0.1	-2	-2.2	-1

Bioassay records from PubChem BioAssay.
